# Screening data deposited in PubChem BioAssay by several laboratories.
# human PMI inhibition: inhibitors of human PMI, primary screen, biochemical, fluorescence intensity, coupled assay (AID 1209); 0.42% of 190,000 active; purified PMI enzyme, coupled fluorescence intensity; higher % means a stronger effect; Mannose-6-phosphate isomerase (Homo sapiens); inhibition, % at 20 µM, or IC50 in µM where a hit was titrated;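 also: plate controls were DMSO vehicle for no effect and wells lacking substrate for full effect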
# human PMI inhibitors: human PMI inhibitors, high substrate, primary screen, biochemical, fluorescence intensity, high mannose 6-phosphate (AID 1220). Mannose-6-phosphate isomerase (Homo sapiens). recombinant PMI enzyme, coupled fluorescence intensity; higher % means a stronger effect. inhibition, % at 20 µM; hits with a dose series show IC50 in µM. 0.66% of 190,000 active
# M17LAP inhibition: P. falciparum M17LAP inhibitors, primary screen, biochemical, fluorogenic H-Leu-NHMec substrate, 1536-well (AID 1619); inhibition, % at 30 µM, or IC50 in µM where a hit was titrated; Leucine aminopeptidase (Plasmodium falciparum (isolate 3D7)); recombinant M17LAP, H-Leu-NHMec fluorogenic kinetic assay; higher % means a stronger effect; 0.38% of 220,000 active;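 active = compound inhibiting the enzyme by more than half at any dose during confirmatory dose-response retesting; inconclusive = strong single-dose inhibitors picked by rank but not retested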;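 also: plate controls were full reaction with DMSO carrier for no effect and no enzyme background for full effect; strong numbers were not always called active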
# LYP inhibition: inhibitors of LYP phosphatase, biochemical, fluorescence intensity, uHTS (AID 1779) | Tyrosine-protein phosphatase non-receptor type 22 (Homo sapiens) | recombinant LYP phosphatase, fluorescence intensity; higher % means a stronger effect | one-dose inhibition, % at 11.5 µM; IC50 in µM for titrated hits | 0.054% of 290,000 active;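 also: plate controls were vehicle with enzyme for no effect and no enzyme for full effect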
# Myeloid diff MLP: induction of myeloid progenitor differentiation, primary screen, cell-based, flow cytometry, MLPCN library | ER-HoxA9 myeloid progenitors, lysozyme-GFP differentiation | calls only at 10 µM | 1% of 360,000 active;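 active = normalized GFP-positive differentiation at or above the plate's own cutoff, the solvent-only control mean plus 3 SD; inconclusive = no clear call, values can overlap the other calls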;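 also: cells exposed to compound for four days before flow analysis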
# TNAP activators: human TNAP enzyme activators, primary screen, biochemical, luminescent, no phosphate acceptor, uHTS (AID 1001); activation fold at 20 µM; hits with a dose series show EC50 in µM; 0.03% of 200,000 active; purified TNAP, luminescent activation assay, no phosphate acceptor; higher activation fold means a stronger effect; in the data active = activation fold from about 3, or a potency from the dose series; inactive = the rest, 99 in 100 with activation fold below about 1.6; also: many of its hits are not listed in these tables
# XIAP antagonists: XIAP antagonists, biochemical, IAP family, fluorescence polarization (AID 1018); E3 ubiquitin-protein ligase XIAP (Homo sapiens); XIAP BIR domain, fluorescence polarization peptide displacement; higher % means a stronger effect; one-dose displacement, % at 20 µM; IC50 in µM for titrated hits; 0.007% of 200,000 active; in the data active = displacement above about 50%; also: a part of the inactive calls stands beside numbers as strong as those of hits
# P. falciparum M1AAP: P. falciparum M1AAP inhibitors, biochemical, fluorogenic H-Leu-NHMec substrate, 1536-well (AID 1445). recombinant M1AAP, H-Leu-NHMec fluorogenic kinetic assay; higher % means a stronger effect. inhibition, % at 30 µM, or IC50 in µM where a hit was titrated. 0.42% of 220,000 active;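 active = primary inhibition above the hit cutoff, then over 50% inhibition at one or more dose response concentrations, cut at about 23% in these data, passing the limit was not always enough; inconclusive = conflicting primary data, or primary hits not chosen for dose response; inactive = low primary inhibition, or under 50% at every dose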;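 also: plate controls were DMSO full reaction for no effect and no enzyme background for full effect; strong numbers were not always called active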
# ER stress rescue: rescue of cells from ER stress-induced death, primary screen, 384-well, CSM14.1, thapsigargin, ATP luminescence (AID 1222); CSM14.1 thapsigargin-induced death rescue, ATP luminescence; higher % means a stronger effect; one-dose cellular ATP content (survival), % at 20 µM; EC50 in µM for titrated hits; 190,000 tested, under 10 active;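 active = EC50 below 50 µM in the dose-response confirmation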;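 also: death triggered by thapsigargin at about 15 µM added after 2 h compound pretreatment; cell ATP read after overnight thapsigargin exposure of roughly 18 to 22 hours; normalized against plate controls of thapsigargin alone and 5% DMSO vehicle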
# Myeloid diff MLP GFP+ MAC1+ %: recorded beside Myeloid diff MLP, whose call it bears; GFP+ MAC1+ double positive, %; measured here: differentiation confirmed by MAC1 staining
# * marks the source's active call; other numbers are inactive results; i = inactive; u = inconclusive; x = no result given; + = active, no number. Rule as the data show it, unless noted: active = inhibition above about 50%; inactive = the rest. Only part of the results is shown (hit frequency here may not be typical).
SMILES,human PMI inhibition,human PMI inhibitors,M17LAP inhibition,LYP inhibition,Myeloid diff MLP,Myeloid diff MLP GFP+ MAC1+ %,TNAP activators,XIAP antagonists,P. falciparum M1AAP,ER stress rescue
CN1c2ccc([N+](=O)[O-])cc2CC2(C(=O)NC(=O)NC2=O)C1c1ccccc1 (centres undefined),4%,10%,12%,3%,i,0.0,0.9,1.4%,14%,-0.6%
C=CCN1C(=O)/C(=C/c2cccs2)C(=O)NC1=S,-51%,-93%,22%,-8%,i,0.7,0.8,-3.8%,7%,2.8%
Cc1cc(OCc2nn[nH]n2)c2c3c(c(=O)oc2c1)CCCC3,-14%,-9%,6%,4%,i,1.0,1.1,-2.7%,69µM*,1.3%
CCOc1ccc(N=Cc2c(O)n(-c3ccc(C)c(C)c3)c(=O)[nH]c2=O)cc1,x,x,15%,2%,i,0.4,x,x,10%,x
N=C1SCC(=O)N1Cc1ccccc1,3%,-4%,1%,-11%,i,0.1,1.1,-9.2%,2%,3.4%
Cc1ccc(CN2C3CCCC2CC(NC(=S)NCc2ccccc2)C3)cc1 (centres undefined),-3%,-1%,4%,-1%,i,0.3,x,-5.5%,-2%,-3.2%
COc1ccc2[nH]cc(CCN=C(N)N)c2c1,-6%,1%,4%,-2%,i,0.6,1.1,-3.6%,1%,-0.2%
Cc1ccc(NC2=NCCCS2)c(C)c1C,13%,2%,20%,-5%,i,0.9,1.1,-7.1%,-2%,0.3%
CCn1nc(-c2cccs2)nc2c(=O)n(C)c(=O)nc1-2,6%,9%,5%,53%*,u,x,0.9,-1.3%,9%,-1.6%
CCC(=O)N1N=C2C3CCN(CC3)C2C1c1ccccc1 (centres undefined),-8%,-9%,7%,-6%,i,9.5,1.1,1.8%,1%,0.5%
CN1CCN(/N=C/c2c(O)n(C)c(=O)n(C)c2=O)CC1,x,x,4%,-6%,i,0.7,1.1,4.1%,10%,1.3%
CC1CN(c2ccc([N+](=O)[O-])c(N3CCCCC3)c2)CCN1 (centres undefined),x,x,1%,-5%,i,0.4,x,x,4%,x
Cc1cccc(NC(=O)OC2CN3CCC2CC3)c1 (centres undefined),x,x,3%,-6%,i,1.0,x,x,11%,x
CCn1c(O)c(C(c2ccccn2)c2c(O)n(CC)c(=S)[nH]c2=O)c(=O)[nH]c1=S,2%,-22%,29%,-3%,i,5.2,1.1,-6.5%,8%,-0.8%
O=C(C1CCCN(S(=O)(=O)c2cccc3nsnc23)C1)N1CCC2(CC1)OCCO2 (centres undefined),13%,15%,17%,4%,x,x,1,-17%,6%,x
COc1ccc(C(=O)N2CCCC2=O)cc1,-9%,-10%,10%,-1%,i,2.5,1.1,-10%,17%,-1.3%
CCOC(=O)C1CCN(C(C)C(=O)c2c(C)[nH]c3cc(C)ccc23)CC1 (centres undefined),11%,12%,1%,-7%,i,0.9,1.1,-6.4%,-1%,1.3%
CC(=O)OC1(c2ccccc2)CCN(C)CC1(C)C (centres undefined),4%,4%,-1%,-7%,i,1.0,1.1,-2.5%,0%,0.3%
Nc1c(C(=O)NCCc2ccccc2)c2nc3ccccc3nc2n1CCN1CCOCC1,-4%,-12%,-7%,-2%,i,1.8,1,-11%,6%,x
Cc1ccc2nc(C)n(-c3ccc(F)cc3)c(=O)c2c1,-17%,-10%,2%,7%,i,0.0,0.9,-3.3%,1%,-1.6%
CNCCC(Oc1ccc(C(F)(F)F)cc1)c1ccccc1 (centres undefined),-4%,-10%,-3%,-5%,i,2.2,1.1,-8.5%,11%,-2.9%
Cc1nn(Cc2ccccc2)c(C)c1C(=O)NCc1ccccc1F,-9%,-8%,1%,-3%,i,0.2,1.1,-2.1%,12%,-0.4%
O=C(Cc1ccccc1)OCCN1CCCCC1,-8%,-4%,-10%,-4%,i,0.5,1.1,-7.1%,12%,-2.0%
CCCCP(=O)(O)CCC(=O)O,11%,6%,3%,-6%,i,1.1,1.1,-2.1%,0%,0.5%
Cc1nc2cc(C(=O)N3CCC4(CC3)OCCO4)ccc2n1-c1ccc(Br)cc1,10%,11%,1%,-10%,i,0.7,1.1,-3.4%,-4%,-1.0%
Cc1ccc(N2C(=O)NC(=O)/C(=C\c3cccn3C(C)(C)C)C2=O)cc1,-20%,-8%,1%,-6%,i,0.2,1.1,-1.8%,-1%,-0.2%
CCCCN=Cc1c(O)n(-c2c(C)cc(C)cc2C)c(=O)[nH]c1=O,-3%,-3%,2%,-8%,i,0.5,1,-5.1%,10%,4.6%
Cc1cc(N)n(C2CCN(C)CC2)n1,6%,12%,-4%,-8%,i,0.4,1.1,-4.7%,8%,-0.8%
Cc1cccc(OP(N)(=O)Oc2cccc(C)c2)c1,x,x,-19%,-6%,i,0.0,x,x,-3%,x
COc1ccc2nc(NC(=O)CCc3nc(C4=CCN(C)CC4)no3)sc2c1,12%,12%,-2%,0%,i,2.5,1.1,2.8%,1%,x
N#CC(C#N)=C(N)c1cccnc1,9%,9%,2%,-7%,i,0.7,1,-4.6%,-4%,1.5%
O=C(NCC(c1cccnc1)N1CCOCC1)Oc1ccccc1 (centres undefined),6%,8%,-5%,-7%,i,0.8,1.1,-6.7%,0%,1.6%
Cn1c(O)c(/C=N/N2CCOCC2)c(=O)n(-c2ccccc2)c1=S,x,x,6%,2%,i,0.3,x,x,6%,x
O=S(=O)(c1ccc(Cl)cc1)N1CC1c1ccccc1 (centres undefined),0%,-6%,-4%,-7%,i,0.3,1.2,-2.7%,-3%,0.7%
Cc1cccc(-n2c(-c3ccccc3)nc3ccccc3c2=O)n1,7%,0%,-14%,-5%,i,0.3,1.1,-4.4%,7%,0.4%
O=C(c1ccc(Cl)cc1)C1CCCN(Cc2cccc3ncccc23)C1 (centres undefined),15%,11%,-6%,-3%,i,0.4,1,-13%,-4%,-1.4%
O=c1c2ccccc2nc(-c2ccco2)n1-c1ccc(Br)cn1,-14%,-7%,13%,6%,i,1.1,1,-8.9%,3%,-0.6%
S=C(c1ccc(Cl)cc1)N1CCOCC1,-2%,-1%,16%,-4%,i,3.8,1.2,-7.8%,-4%,0.1%
CC(=O)N1CCC2(CC1)CC(=O)c1cc(OCC(=O)N3CCC4(CC3)OCCO4)ccc1O2,-13%,-14%,-4%,-12%,i,0.2,1,-6.3%,12%,-0.3%
CCC1CN(C)CCC1(OC(C)=O)c1ccccc1 (centres undefined),-14%,-16%,-12%,-5%,i,0.6,1.1,-2.5%,2%,-2.3%
O=C(COC(=O)Cc1ccccc1)Nc1ccc(F)cc1,4%,0%,-3%,-7%,i,0.8,1.1,-5.1%,0%,-1.1%
O=c1[nH]c(O)c(C=NC2CCCCC2)c(=O)[nH]1,x,x,8%,-4%,i,0.4,x,x,10%,x
O=c1[nH]c(O)c(Cc2ccc3c(c2)OCO3)c(=O)[nH]1,x,x,-12%,-5%,i,0.6,x,x,1%,x
CC12CN3CC(C)(CN(C1)P3(=O)Oc1ccccc1)C2=O (centres undefined),0%,10%,22%,-11%,i,1.2,1.1,-0.8%,7%,0.2%
CCc1ccc(CN2CCN(C(=O)Cc3ccccc3)CC2)cc1,20%,16%,3%,-2%,i,0.3,1.1,-5.5%,4%,0.8%
C[N+]12CCC(CC1)C(C#N)(N1CCOCC1)C2 (centres undefined),x,12%,2%,-15%,i,1.0,1,-4.4%,-5%,-0.4%
O=C1NC(=O)N(c2ccc3c(c2)OCO3)C(=O)/C1=C/c1ccc(N2CCCC2)o1,3%,2%,30%,-7%,+,x,0.8,-3.4%,16%,-2.7%
CN1CCN(CCC(=O)OC2CC3CCC(C2)N3C)CC1 (centres undefined),-32%,-34%,-10%,-4%,i,0.2,1.1,-6.3%,-3%,-2.9%
C=CCn1c(O)c(C(C)=Nc2ccc(C(=O)OCC)cc2)c(=O)[nH]c1=O,5%,1%,12%,-7%,i,1.0,1,-7.1%,15%,-1.8%
CC(CCc1ccccc1)NC(C)C(O)c1ccc(O)cc1 (centres undefined),-10%,-2%,-5%,-4%,i,8.0,1.1,-12%,16%,-1.6%
O=c1[nH]c(=O)n(Cc2ccc(F)cc2)c(O)c1C=NCc1cccnc1,0%,1%,11%,-10%,i,2.0,1.1,-2.5%,3%,-1.5%
COCCOC(=O)c1c(C)n(C)c2ccc(OC(=O)N(C)C)cc12,-14%,-5%,8%,-2%,i,6.6,1.1,-2.1%,11%,-0.2%
Cc1cccc(-n2c(/C=C/c3ccc([N+](=O)[O-])o3)nc3ccccc3c2=O)c1,-20%,-18%,13%,13%,u,x,0.9,-7.6%,9%,-2.5%
Cc1ccc(CS(=O)(=O)CCC(=O)N2CCC3(CC2)OCCO3)cc1,12%,10%,7%,1%,i,11,1.1,2.0%,-4%,-1.7%
Cc1ccc(CC2C(=O)N(C)C(=O)N(C)C2=O)s1,0%,-14%,12%,2%,i,0.7,1.1,-5.8%,-1%,x
CC/C(=N\N1CCCCCC1)c1c(O)n(-c2ccc(C)cc2)c(=O)[nH]c1=O,13%,2%,11%,1%,i,0.3,1,-7.4%,1%,-0.8%
Cc1ccc(S(=O)(=O)NC(Cc2cnc[nH]2)C(=O)O)cc1 (centres undefined),-8%,-2%,-6%,-8%,i,0.8,1,-0.7%,3%,-0.6%
Cc1cc(C(=O)N2CCC3(CC2)OCCO3)cs1,0%,5%,-8%,-2%,i,0.6,1,-8.8%,-4%,-1.6%
O=C(Nc1ccc(Cl)cc1)O/N=C(\c1ccccc1)c1ccccn1,2%,5%,-1%,-2%,i,0.6,1,-4.6%,-4%,-0.7%
O=c1[nH]c(=O)n(C2CCCCC2)c(O)c1C=Nc1ccc(N2CCOCC2)cc1,1%,20%,9%,-5%,i,0.6,1.1,-5.4%,7%,2.0%

# Next compounds follow:
SMILES,human PMI inhibition,human PMI inhibitors,M17LAP inhibition,LYP inhibition,Myeloid diff MLP,Myeloid diff MLP GFP+ MAC1+ %,TNAP activators,XIAP antagonists,P. falciparum M1AAP,ER stress rescue
CCc1ccc(NC(=O)CN2CC(c3ccccc3)CC2=O)cc1 (centres undefined),x,x,14%,-9%,i,0.3,x,x,5%,x
Cn1c(O)c(C=NCCN2CCOCC2)c(=O)n(C)c1=S,x,x,27%,6%,i,1.2,x,x,11%,x
CCCCn1c(=O)c(C(=O)Nc2nnc(C(C)C)s2)c(O)c2ccccc21,0%,-6%,2%,-8%,x,x,1,16%,-2%,-1.1%
CCN(CC)c1ccc(CNCCc2ccccc2F)cc1,3%,12%,-4%,-3%,i,0.4,1.1,-4.0%,5%,-3.2%
